A549 tox = Nrf2 qHTS screen for inhibitors: counterscreen for cytotoxicity. A549 ARE-Fluc cells, CellTiter-Fluor viability, 18-24 h. Potency, µM (doses to about 46 µM), without a hit: top-dose activity change, negative = cytotoxicity, actives largely listed as inhibitors. actives 0.16% (n = 390,000). AID 504648, 2011; further: potency means the concentration at half of the fitted maximal effect; on the % scale 0 is the no-effect control and ±100 the full control effect
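Cytotoxicity counterscreen: CellTiter-Fluor fluorescence was measured in A549 ARE_Fluc cells after 18-24 h of compound exposure in a concentration series. The subsequent BugLite luminescent read reports ARE-luciferase activity.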
EPAC2 antagonist = qHTS for Antagonist of cAMP-regulated guanine nucleotide exchange factor 2 (EPAC2): primary screen; Rap guanine nucleotide exchange factor 4 (Homo sapiens), Q8WZA2; EPAC2 GEF exchange of Rap1B-BODIPY-GDP, fluorescence; Potency, µM (highest dose often 114 µM), without a hit: top-dose activity, negative = inhibition, usual class: inhibitors; AID 720708, 2013; actives 0.18% (n = 360,000); further: potency means the concentration at half of the fitted maximal effect; on the % scale 0 is the no-effect control and ±100 the full control effect; nearly all actives have a fitted effect of over 45% in size; many of its hits are not listed in these tables
Target sequence (Q8WZA2 whole entry, looked up): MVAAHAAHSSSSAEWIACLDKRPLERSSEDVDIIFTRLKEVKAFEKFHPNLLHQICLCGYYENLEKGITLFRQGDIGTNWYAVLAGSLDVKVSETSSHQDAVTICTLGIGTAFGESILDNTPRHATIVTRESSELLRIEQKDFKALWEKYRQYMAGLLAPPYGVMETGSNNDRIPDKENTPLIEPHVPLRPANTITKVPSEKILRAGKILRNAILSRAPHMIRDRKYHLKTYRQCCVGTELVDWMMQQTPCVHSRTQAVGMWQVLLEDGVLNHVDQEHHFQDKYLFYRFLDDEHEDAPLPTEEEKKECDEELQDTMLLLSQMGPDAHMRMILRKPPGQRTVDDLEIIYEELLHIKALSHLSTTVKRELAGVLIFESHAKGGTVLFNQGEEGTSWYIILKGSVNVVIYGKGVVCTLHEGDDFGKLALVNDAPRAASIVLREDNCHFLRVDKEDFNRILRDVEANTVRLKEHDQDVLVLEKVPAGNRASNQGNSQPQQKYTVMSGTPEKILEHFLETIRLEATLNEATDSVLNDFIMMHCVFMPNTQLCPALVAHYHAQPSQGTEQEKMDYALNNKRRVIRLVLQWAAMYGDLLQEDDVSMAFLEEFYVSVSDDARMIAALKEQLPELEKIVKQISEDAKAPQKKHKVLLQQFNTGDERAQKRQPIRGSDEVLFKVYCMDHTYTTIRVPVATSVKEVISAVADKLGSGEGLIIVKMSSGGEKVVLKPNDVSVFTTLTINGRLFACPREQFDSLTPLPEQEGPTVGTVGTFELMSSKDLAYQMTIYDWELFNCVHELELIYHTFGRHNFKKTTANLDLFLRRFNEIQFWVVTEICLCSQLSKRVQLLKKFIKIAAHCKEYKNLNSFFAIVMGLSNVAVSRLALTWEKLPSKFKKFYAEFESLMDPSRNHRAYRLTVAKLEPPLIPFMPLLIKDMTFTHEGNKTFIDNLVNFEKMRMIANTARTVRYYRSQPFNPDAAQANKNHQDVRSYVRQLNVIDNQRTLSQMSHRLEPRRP
MmCpn inh = Inhibitors of TCP-1 ring complex (TRiC) of Methanococcus maripaludis (MmCpn): qHTS. Potency, µM (titrated, usually from 76.9 µM), for the others: at the highest dose activity, negative = inhibition, usual class: inhibitors. Chaperonin Mm-Cpn (Methanococcus maripaludis). AID 504842, 2011. actives 0.031% (n = 330,000). purified Mm-Cpn ATPase, ADP Transcreener TR-FRET; further: potency means the concentration at half of the fitted maximal effect; on the % scale 0 is the no-effect control and ±100 the full control effect; nearly all actives have a fitted effect of over 80% in size
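ATPase turnover read by TR-FRET ADP competition (Eu cryptate antibody/ADP-d2, 665/590 nm): 10uM ATP final, 25nM Mm-CPN final, 30 min 37degC after 10-min compound preincubation, pH 7.4 Tris/KCl/MgCl2/DTT buffer.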
CCT modulator = High-Throughput Screening for Modulators of Cytosolic Chaperonin Activity; purified chaperonin ATPase assay, HTRF ADP detection, 30 min; activity change, % (no concentration beside the values), hits read low; actives 0.3% (n = 360,000); AID 651819, 2012; in the data active means activity change below about -30%; further: on the % scale 0 is the no-effect control and ±100 the full control effect
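TRiC (40 or 20 nM final, by batch activity) in 30 mM Tris pH 7.4, 100 mM KCl, 5 mM MgCl2, 1 mM DTT was treated with compound at 76 uM single dose, then 10 uM ATP, 30 min at 37 °C. ADP was read by HTRF Transcreener.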
Nrf2 inh = Nrf2 qHTS screen for inhibitors. actives 2.1% (n = 360,000). A549 ARE-Fluc reporter, luciferase luminescence, 18-24 h. AID 504444, 2011. Potency, µM (top dose mostly 46 µM), for inactives: top-dose activity change, negative = inhibition, actives largely listed as inhibitors; further: potency means the concentration at half of the fitted maximal effect; on the % scale 0 is the no-effect control and ±100 the full control effect; nearly all actives have a fitted effect of over 60% in size
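A549 ARE_Fluc cells (5000/well, 5% FBS OPTI-MEM) pre-incubated 2 h, then treated with compounds 18-24 h at 37C/5% CO2 in concentration-response. CellTiter-Fluor viability read first; BugLite luciferase luminescence after 15 min at room temperature gives Nrf2 activity.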
Akt phos inh = HTS Assay for Inhibitors of Akt Phophorylation: Primary Screen; Neuro2A IGF-stimulated pAkt S473 HTRF, 20 min; stronger effect = lower value; activity change, % for hits at 50 µM; actives 0.32% (n = 360,000); AID 651550, 2012; in the data active means activity change below about -80%; inconclusive means mostly about -51% to -80%; further: on the % scale 0 is the no-effect control and ±100 the full control effect
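Single-point screen (50 µM final compound) in Neuro2A cells stimulated 20 min with 6 nM IGF at 37 deg C. After lysis, Ser473-phosphorylated Akt read by HTRF (ex 330 nm, em 615/665 nm) as the 665/615 ratio.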
EPAC2 agonist = qHTS for Agonist of cAMP-regulated guanine nucleotide exchange factor 4 (EPAC2): primary screen | Rap guanine nucleotide exchange factor 4 (Homo sapiens), Q8WZA2 | EPAC2 activation, biochemical qHTS; response scale: 100% = 6.5 mM cAMP response | Potency, µM (top dose mostly 154 µM), for inactives: top-dose activation, usual class: activators | actives 0.079% (n = 360,000); further: potency means the concentration at half of the fitted maximal effect; nearly all actives have a fitted effect of over 50% in size
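EPAC2 (100 nM) mixed with Rap1B loaded with BODIPY-GDP (250 nM) plus 50 uM unlabeled GDP; compounds pinned in, 5 min RT, then read every 5 min for 30 min (ex 480, em 540 nm). Normalized to cAMP control.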
TGFb inhibitor = qHTS for Inhibitors of TGF-b; Potency, µM (highest dose often 46.1 µM), for inactives: at the highest dose activity, negative = inhibition, hits mostly inhibitors; AID 588855, 2011; HepG2 CAGA-GFP TGF-b/SMAD3 reporter, GFP fluorescence, 18 h; TGF-beta stimulated, 500 pg/mL final; actives 1.2% (n = 410,000); further: potency means the concentration at half of the fitted maximal effect; on the % scale 0 is the no-effect control and ±100 the full control effect; nearly all actives have a fitted effect of over 65% in size
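TGF-beta reporter screen: HEPG2 CAGA-GFP, 1% FBS, 500 pg/mL TGF-beta final, 18 h; per-cell GFP summed per well; curves fitted and categorized by class.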
Nrf2 ARE act = qHTS of Nrf2 Activators; AREc32 ARE-luciferase reporter (MCF7-derived line), luminescence, 24 h; Potency, µM (highest dose often 46.1 µM), for the others: top-dose activation, usual class: activators; actives 0.31% (n = 410,000); AID 624171, 2012; further: potency means the concentration at half of the fitted maximal effect; % of control where 0% means no effect; nearly all actives have a fitted effect of over 65% in size
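Steps: seed AREc32_Fluc cells (1000/well, 5% FBS OPTI-MEM); incubate overnight at 37 deg C; add 23 nL compound; incubate 24 hr; add Steady-Glo; hold 30 min RT; read luminescence.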
* hit, by the source's call; i = inactive; ? = inconclusive; . = not tested or not shown; & = joins results of further samples. Unless noted, the call rests on the fitted dose curve; in most records, active means well fitted curve in the direction sought with a large enough effect; inconclusive means small, poorly fitted or top-dose-only effect, or another doubt; inactive means no such curve, though single readings can be large; an effect the other way counts as inactive or inconclusive. Some of the compounds tested; the hit share may differ from the screen's.

Under each structure – A549 tox, EPAC2 antagonist, MmCpn inh, CCT modulator, Nrf2 inh, Akt phos inh, EPAC2 agonist, TGFb inhibitor, Nrf2 ARE act
CC1(CCC(=O)N2CCCC(N3CCN(c4cccc(C(F)(F)F)c4)CC3)C2)CC1 (configuration not stated)
  ?, -22%, -2%, 1.6, ?, i, -7%, ?, 0.2%
O=C(CSc1nnnn1-c1ccccc1)NC(=O)Cc1ccccc1
  5%, 3%, -1%, 1.1, 17%, i, -3%, 1%, 0.2%
CCOC(=O)C(CC)Sc1nnc2c3cc(C)ccc3n(C)c2n1 (configuration not stated)
  -4%, -4%, -1%, 1.4, -13%, i, -11%, -9%, 8.4%
Cc1c(NC(=O)c2cc([N+](=O)[O-])ccc2N2CCOCC2)cccc1-c1nc2ccccc2o1
  -5%, ., ., ., -2%, ., ., ?, -0.9%
COc1ccc(N2CN=C3SCC(=O)N3C2)cc1
  -2%, 8%, 1%, -1.6, ?, i, 5%, -10%, 3.3%
CCO[C@@H]1OC(C(=O)NC2CC2)=C[C@H](c2csc3ccccc23)[C@H]1CCCO
  -4%, -11%, ., 1.7, -11%, i, 0%, -1%, 0.0%
Cn1cc(CN2CCCC(CNS(=O)(=O)c3cccc4cccnc34)C2)cn1 (configuration not stated)
  -1%, 0%, 0%, -2.6, 6%, i, 6%, 17%, -0.2%
Cn1ncc(C#N)c1NC(=O)C1CC(c2ccc(Cl)cc2)=NO1 (configuration not stated)
  -4%, 4%, -1%, -2.8, -12%, i, 2%, -4%, 0.2%
COc1ccc(C(=O)NNC(=O)c2cc3ccccc3cc2O)cc1
  0%, -2%, ., -1.1, 6%, i, 7%, -14%, 0.1%
Cc1ccc(S(=O)(=O)Nc2nc3ccc(S(=O)(=O)N4CCCC4)cc3s2)cc1
  -4%, -2%, -2%, 1.4, ., i, -1%, 11%, -0.8%
CC(C)CN1CCC1(C)C(=O)Nc1cccc(C#N)c1 (configuration not stated)
  ., -6%, ., -6.6, ., i, 3%, -4%, 0.3%
CCCOc1ccc(NC(=O)CC2C(=O)OCC3CCCCN32)cc1 (configuration not stated)
  6%, 0%, -4%, -2.3, 18%, i, 3%, -5%, -0.1%
N#C/C(=C\c1ccc(F)cc1)C(=O)NC1CCS(=O)(=O)C1 (configuration not stated)
  2%, 2%, 2%, -0.4, ?, i, 5%, 14%, 1.7%
CC(C(=O)NC1CCCC1)N(C(=O)c1snc(C(N)=O)c1N)c1ccc2c(c1)OCCO2 (configuration not stated)
  3%, -1%, -1%, -0.8, 9%, i, 8%, -4%, 1.8%
O=C(COc1ccc(-c2nnco2)cc1)N1CCOCC1
  -1%, -6%, 0%, -2.6, 10%, i, 10%, ?, 0.2%
O=C(Cn1ccc(C(F)(F)F)n1)N/N=C/c1ccc(N2CCOCC2)cc1
  2%, -23%, -2%, -1.5, -2%, i, -16%, -9%, 2.6%
Cc1ccc(OCC(=O)Nc2cnn(CCCC(=O)O)c2)c([N+](=O)[O-])c1
  -1%, -8%, 3%, 2.5, 10%, i, 4%, -6%, 1.5%
COc1ccc(C(=O)N2c3ccccc3C(C)(c3ccc(Cl)cc3)CC2(C)C)cc1 (configuration not stated)
  2%, ., ., ., ?, ., ., ?, 5.1%
COc1ccc2cc(C3=CC(=O)CC(C)(C)C3=O)ccc2c1
  ., 6%, ., 2.3, ., i, -5%, 0%, 4.1%
COC(=O)CCCC1=CC2=CC(=O)C(C)(OC(=O)c3cccs3)C(=O)C2=CN1c1ccccc1 (configuration not stated)
  -12%, 7%, ., -0.4, 20%, i, 1%, 4%, -0.6%

In the list so far, 2 contain a thiophene ring, fused or not:
Under each structure – A549 tox, EPAC2 antagonist, MmCpn inh, CCT modulator, Nrf2 inh, Akt phos inh, EPAC2 agonist, TGFb inhibitor, Nrf2 ARE act
CCO[C@@H]1OC(C(=O)NC2CC2)=C[C@H](c2csc3ccccc23)[C@H]1CCCO
  -4%, -11%, ., 1.7, -11%, i, 0%, -1%, 0.0%
COC(=O)CCCC1=CC2=CC(=O)C(C)(OC(=O)c3cccs3)C(=O)C2=CN1c1ccccc1 (configuration not stated)
  -12%, 7%, ., -0.4, 20%, i, 1%, 4%, -0.6%

Next compounds.
Under each structure – A549 tox, EPAC2 antagonist, MmCpn inh, CCT modulator, Nrf2 inh, Akt phos inh, EPAC2 agonist, TGFb inhibitor, Nrf2 ARE act
O=C(NCc1ccccn1)c1ccc(Cl)c(S(=O)(=O)N2CCOCC2)c1
  1%, 1%, -3%, -0.1, 12%, i, 3%, -15%, 2.1%
CC(=O)c1cccc(NC(=O)CN2C(=O)c3cccnc3Oc3ccc(Cl)cc32)c1
  1%, -2%, 1%, -0.9, 6%, i, 10%, -12%, 7.2%
CCOCc1cc(CN2CCN(c3cccc(C(F)(F)F)c3)CC2)c(O)c2ncccc12
  -2%, ., ., ., ?, ., ., 2.8µM*, -0.5%
CN(C)c1ccnc2sc(C(=O)c3ccc(Br)cc3)c(N)c12
  4%, ?, 1%, 0.1, ?, i, 20%, -7%, -0.1%
Cc1nc2cc(NC(=O)Nc3ccccc3Cl)ccc2n1C
  1%, -10%, ?, 0.7, ?, i, 1%, 0%, -1.8%
O=c1ccc2cc(S(=O)(=O)N3CCN(c4ccccc4F)CC3)ccc2o1
  -4%, -5%, 0%, -2.2, -26%, i, 6%, 9%, 0.0%
O=C(NC1CCCC1)c1cccc2c1C(=O)c1ccc(/C=C/c3ccccc3)cc1S2(=O)=O
  0%, 3%, 0%, -0.2, ?, i, 1%, 0%, 0.2%
COc1ccc(/C=N\NS(=O)(=O)c2ccc(Br)cc2)cc1COc1ccccc1[N+](=O)[O-]
  -15%, 17%, 1%, -0.7, -13%, i, -1%, -12%, ?
CCC(=O)N1CCc2cc(S(=O)(=O)NC(Cc3ccccc3)C(=O)NCc3cccc(OC)c3)ccc21 (configuration not stated)
  1%, ., ., ., -3%, ., ., -26%, -0.1%
COc1ccc(CN2CCC(C)CC2)cc1OCc1ccccc1
  -2%, 11%, 2%, -2.2, -9%, i, 11%, -1%, 0.1%
COc1ccc(C)cc1NC(=O)c1sc2nc(C)nc(N3CCOCC3)c2c1C
  13%, -25%, 1%, -0.2, 7%, i, -3%, 4%, -0.2%
C[C@@H](NS(=O)(=O)c1cc(Cl)ccc1F)[C@H](O)c1ccccc1
  4%, -4%, ., -0.7, 5%, i, 6%, -1%, -0.6%
COc1ccc(OC)c(C2CC(=O)Nc3c2c(=O)n(C)c2ncnn32)c1 (configuration not stated)
  ?, ., ., ., ?, ., ., 11%, 0.5%
CCCn1c(=O)c2[nH]c(-c3ccc(OCC(=O)Nc4ccc(C#N)cc4)cc3)nc2n(CCC)c1=O
  8%, -19%, 2%, 0.5, 13%, i, -6%, 0%, -0.3%
Cc1onc(-c2ccccc2)c1C(=O)N1CCC(C)(C(=O)NS(=O)(=O)C2CC2)C1 (configuration not stated)
  ., 1%, ., 1.9, ., i, -2%, 2%, 0.0%
CCS(=O)(=O)Nc1cccc(-c2ccc3nnc(-c4cccnc4)n3n2)c1
  -7%, -2%, 4%, -2.2, ?, i, 4%, ?, 0.0%
Cc1c(Cl)cccc1NC(=S)NCCC(C)C
  3%, 1%, -2%, 0.6, -15%, i, 4%, -11%, 0.2%
COCCNC(=O)Cn1c(=O)n(Cc2ccc(C(=O)NCCc3ccc(OC)c(OC)c3)cc2)c(=O)c2ccccc21
  -4%&-1%, 2%, -3%, -2.6, -9%&-21%, i, -1%, -25%&-9%, -0.3%&-0.1%
COc1ccc(OC)c(/C=C2\NC(=O)NC2=O)c1
  -8%, -7%, -3%, 0.0, 7%, i, 3%, 6%, 0.4%
COc1cc(OC)cc(-c2c(-c3cccs3)c3cc(-c4ccn[nH]4)ccc3n2C)c1
  -11%, -6%, -3%, 1.2, ?, i, 1%, 16µM*, 8.3%
COc1ccc(-c2noc(C3CCCN(C(=O)c4cccc(F)c4)C3)n2)cc1 (configuration not stated)
  -15%, -14%, 1%, -1.1, ?, i, 10%, 7%, 0.2%
Cc1ccc([C@@H]2C[C@H]3[C@@H](CN2S(=O)(=O)c2ccc(C)cc2)C(=O)C[C@@H](c2cccc(Cl)c2)N3S(=O)(=O)c2ccc(C)cc2)cc1
  ., 7%, ., -1.2, ., i, 3%, 6%, -0.1%
CCn1c(=N)c(C(=O)NC2CCCCC2)cc2c(=O)n3cccc(C)c3nc21
  7%, ., ., ., 6%, ., ., -2%, -0.7%
Cc1ccc(C(=O)Nc2ccc(N3CCN(S(C)(=O)=O)CC3)cc2)cc1
  16%, 0%, -4%, -14, -10%, i, 8%, 19%, -0.6%
O=C(NCCc1ccccc1)C1CCCN1S(=O)(=O)c1ccc(Cl)cc1 (configuration not stated)
  3%, 2%, -1%, -3.1, -5%, i, 0%, 7%, -0.2%
COc1ccc(-c2nc3scc(-c4ccccc4)n3n2)cc1
  -13%, -1%, -1%, 1.7, 0%, i, 18%, 19%, 8.3%
COc1ccc(/C=C/C(=O)O)cc1S(=O)(=O)N1CCC(C)CC1
  1%, 7%, -1%, -2.5, -7%, i, 8%, -8%, -0.8%
